Screening data (PubChem BioAssay)
ABCB1 inh: ABCB1 efflux pump inhibitors, primary screen, cell-based, multiplex, flow cytometry, ABCG2 counter-screen | ATP-dependent translocase ABCB1 (Homo sapiens), P08183 | 190,000 tested, 0.067% active | CCRF-Adr cells, JC-1 efflux | AID 1326, 2008 | inhibition, % at 6.6 µM; in the data active = inhibition above about 40%;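 also: 0% = vehicle and 100% = reference inhibitor; higher value means more JC-1 retained so stronger ABCB1 efflux block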
Pf gametocyte: late stage P. falciparum gametocyte viability inhibitors, primary screen, ATP luminescence, HTS | P. falciparum stage V gametocytes, 24 h | inhibition, % at 10.9 µM | 150,000 tested, 0.065% active | AID 743093, 2013;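 active = inhibition above the mean plus 3 SD of compounds within the control limits, set per campaign, cut at about 38% in these data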;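 also: 0% = DMSO wells and 100% = medium only without gametocytes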
GSH bead fluor: compound fluorescence on glutathione beads, profiling panel, artefact control, biophysical, 488/530 nm, flow cytometry; GSH beads flow cytometry, compound fluorescence 488/530 nm; active compounds read high; 190,000 tested, 0.25% active; AID 1776, 2009; fluorescence (KMESF) at 10 µM; in the data active = fluorescence above about 89;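 also: glutathione beads carrying GST-tagged Bcl family fusion proteins plus one bare bead set; values are compound well signal with DMSO vehicle wells as background; inactives centre near 16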
Mcl1 Bid PPI: Mcl-1/Bid binding inhibitors, primary screen, biochemical, TR-FRET, 1536-well. Induced myeloid leukemia cell differentiation protein Mcl-1 (Homo sapiens), Q07820. TR-FRET Mcl-1/Bid-Dy647 peptide binding. inhibition, % at 21.7 µM. 220,000 tested, 0.97% active. AID 1021, 2008;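 active = compounds that cut the binding signal by more than half at the single screening dose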;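 also: His-tagged Mcl-1 with europium anti-His antibody binding Bid BH3 peptide; 0% = Mcl-1 plus peptide wells and 100% = peptide-only wells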
Target sequence (Q07820 whole entry, looked up): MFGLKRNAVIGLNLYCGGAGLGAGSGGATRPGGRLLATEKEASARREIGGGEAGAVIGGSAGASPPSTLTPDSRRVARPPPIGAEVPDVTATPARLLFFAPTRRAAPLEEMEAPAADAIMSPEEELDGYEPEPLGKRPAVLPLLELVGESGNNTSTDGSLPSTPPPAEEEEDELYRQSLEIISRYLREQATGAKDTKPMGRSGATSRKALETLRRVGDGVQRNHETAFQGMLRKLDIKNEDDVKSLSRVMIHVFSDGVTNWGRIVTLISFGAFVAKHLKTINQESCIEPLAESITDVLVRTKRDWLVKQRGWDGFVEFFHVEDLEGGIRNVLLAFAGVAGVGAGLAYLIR
Mcl1-Noxa inh: Mcl-1/Noxa binding inhibitors, primary screen, biochemical, TR-FRET, 1536-well; Induced myeloid leukemia cell differentiation protein Mcl-1 (Homo sapiens), Q07820; TR-FRET Mcl-1/Noxa peptide binding, 2 h; inhibition, % at 21.7 µM; 220,000 tested, 1.5% active; AID 1022, 2008;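 active = compounds that cut the protein-peptide binding signal by more than 50% relative to plate controls in a single-dose test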;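 also: His-tagged Mcl-1 with rhodamine Noxa BH3 peptide and terbium anti-His antibody; 0% = Mcl-1 plus Noxa peptide wells and 100% = peptide-only wells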
RGS8-Gao reg: RGS8-Galphao binding modulators, primary screen, biochemical, multiplexed bead flow cytometry. 220,000 tested, 0.34% active. AID 1423, 2008. actives lie on both sides. response (percent of control binding), % at 10 µM; in the data active = response below about 60% or above about 140%; inactive = in between;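 also: Galphao activated as the GDP aluminium fluoride complex binding bead-coupled RGS8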
Target sequence (P09471 whole entry, looked up): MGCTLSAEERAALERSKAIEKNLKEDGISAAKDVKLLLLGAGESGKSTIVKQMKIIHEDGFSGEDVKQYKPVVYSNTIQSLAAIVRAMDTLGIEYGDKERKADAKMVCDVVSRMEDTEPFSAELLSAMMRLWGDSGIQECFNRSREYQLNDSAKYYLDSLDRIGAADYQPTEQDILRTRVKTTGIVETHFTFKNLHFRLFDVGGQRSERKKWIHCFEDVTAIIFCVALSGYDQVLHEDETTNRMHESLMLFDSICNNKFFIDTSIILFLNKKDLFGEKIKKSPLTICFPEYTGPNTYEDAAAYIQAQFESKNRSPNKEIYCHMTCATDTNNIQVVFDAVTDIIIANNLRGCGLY
Bim-Mcl-1: inhibitors of Bim peptide binding to Mcl-1, primary screen, biochemical, bead-based flow cytometry, multiplex | Bim peptide-Mcl-1 binding | inhibition, % at 10 µM | 190,000 tested, 0.1% active | AID 1009, 2008; in the data active = inhibition above about 40%;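 also: 0% = no compound tracer wells and 100% = peptide blocker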
RGS4-Gao reg: modulators of RGS4 binding to Galphao, primary screen, biochemical, multiplexed bead flow cytometry. 220,000 tested, 0.33% active. binding response (% of control), % at 10 µM. actives lie on both sides; in the data active = binding response below about 49% or above about 150%; inactive = in between;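 also: fluorescent Galphao activated with aluminum fluoride binding bead-coupled RGS4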
ABCG2 inh: ABCG2 efflux pump inhibitors, primary screen, multiplex with ABCB1, IgMXP3 cells, flow cytometry; JC-1 efflux; inhibition, % at 6.6 µM; 190,000 tested, 0.1% active;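 active = inhibition above 80%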;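 also: 0% = DMSO and 100% = nicardipine control wells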
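System: two drug-resistant human cell lines, ABCG2 and ABCB1; controls: nicardipine high and DMSO low controls; times: 10 min exposure at 25 °C with rotation, no wash; detection: flow cytometry of retained JC-1 fluorescence; read-out basis: percent efflux inhibition, scaled nicardipine 100% to DMSO 0%; doses: one concentration, 6.6 µM final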
RGS7-Gao reg: RGS7-Galphao binding modulators, primary screen, biochemical, multiplexed bead flow cytometry | actives lie on both sides | binding response (% of control), % at 10 µM | 220,000 tested, 0.35% active | AID 1439, 2008; in the data active = binding response below about 49% or above about 150%; inconclusive = no clear call, values can overlap the other calls; inactive = in between;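 also: fluorescent Galphao held in activated GDP-AlF4 state binding bead-coupled RGS7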
Avidin bead fluor: green autofluorescence of compounds with avidin beads – biophysical, 488/530 nm, flow cytometry, artefact control, profiling panel. AID 1775, 2009. compound fluorescence 488/530 nm; active compounds read high. 220,000 tested, 0.38% active. fluorescence (KMESF) at 10 µM; in the data active = fluorescence above about 47; also: inactives centre near 10
Numbers without * were called inactive; ? = inconclusive; · = no result given.

Sequence of screens – ABCB1 inh	Pf gametocyte	GSH bead fluor	Mcl1 Bid PPI	Mcl1-Noxa inh	RGS8-Gao reg	Bim-Mcl-1	RGS4-Gao reg	ABCG2 inh	RGS7-Gao reg	Avidin bead fluor
[1] Cc1ccc(C)c(NC(=O)C2CC(O)CN2C(=O)OCc2ccccc2)c1 (stereo unspecified)
 : 0.9	5	22	5	6	103	-1	102	1	97	17
[2] Cc1c(/C=C/C(=O)c2ccc(C(C)C)cc2)cnn1C
 : 0.9	-38	14	-5	-4	107	0	107	2	110	12
[3] COc1ccc(CCNC(=O)C2CCC(=O)N2CCc2ccccc2)cc1OC (stereo unspecified)
 : -1.0	-20	14	-1	12	96	1	93	-3	97	9
[4] COc1ccc(NC(=O)CSc2nnc(N)n2CC(=O)Nc2ccc(OC)cc2)cc1
 : -0.1	0	12	1	2	100	1	101	2	98	10
[5] O=C(c1ccco1)N(CCO)Cc1cc2cc3c(cc2[nH]c1=O)OCO3
 : -0.2	4	10	12	-2	103	1	102	0	105	16
[6] CNC(=S)N1N=C(c2ccc(C)cc2)CC1c1ccc(N(C)C)cc1 (stereo unspecified)
 : 0.3	5	10	-29	-17	103	-26	104	3	103	26
[7] Cc1ccccc1S(=O)(=O)c1c(C)cc(C)n(C)c1=O
 : 0.2	·	7	-22	-11	94	-6	99	2	102	17
[8] Cc1cc(C(=O)COC(=O)c2cccs2)c(C)n1-c1c(C)n(C)n(-c2ccccc2)c1=O
 : 0.3	32	14	-85	-9	99	0	102	1	105	14
[9] Cc1cc(C)c(C)c(C(=O)c2ccccc2C(=O)O)c1C
 : 0.3	0	17	3	11	92	-4	94	1	91	11
[10] Cc1cccc(Nc2nc(N)nc(CSc3nccn3C)n2)c1
 : 0.9	-51	26	-11	5	101	-7	102	5	102	12
[11] CC(=O)c1csc(CS(=O)(=O)c2ccccn2)n1
 : ·	7	·	-11	9	97	·	96	·	?	8
[12] O=C(Nc1nccs1)c1cc(-c2ccco2)nc2ccccc12
 : -0.1	·	5	-88	81*	103	-8	99	0	93	1
[13] CSCCCNC(=S)Nc1ccc(N2CCOCC2)cc1N1CCOCC1
 : 0.2	·	17	-30	0	98	1	99	7	96	10
[14] CCOC(=O)c1ccccc1NC(=O)c1cncc(Br)c1
 : 0.8	-7	28	-3	-86	103	-2	103	12	104	19
[15] Cc1ccsc1-c1nc(CN2CCCC2c2ccc(F)cc2)c(C)o1 (stereo unspecified)
 : 0.4	3	18	-35	7	108	0	109	1	106	12
[16] Cc1ccc2c(c1)N(CC(=O)NC1CCCc3ccccc31)C(=O)CO2 (stereo unspecified)
 : 0.5	5	16	-17	-1	100	-5	103	4	98	11
[17] O=C(CCn1cnc2ccccc2c1=O)Nc1nc2c(s1)CCCC2
 : 0.8	-18	18	-9	-8	96	-3	97	1	99	26
[18] CCN(CCC#N)c1ccc(/C=N/Nc2nc(C)cc(=O)[nH]2)c(C)c1
 : 0.1	-8	7	-24	20	99	6	103	8	102	11
[19] CN(C[C@H](Cc1ccccc1)N(C[C@H](c1ccccc1)N(CCc1ccccc1)N=O)N=O)N=O
 : 3.1	·	21	-8	-1	101	0	96	2	98	5
[20] CC(=O)N1c2ccccc2N(Cc2ccc(C)cc2C)C(=O)C1(C)C
 : 0.6	·	22	-21	5	101	2	104	2	103	8
[21] CC1=NN(c2ccc(Cl)cc2)C(=O)C1C(c1cccc(O)c1)c1c(C)[nH]n(-c2ccc(Cl)cc2)c1=O (stereo unspecified)
 : -0.3	·	12	-28	30	90	0	89	1	87	9
[22] Cc1cccc(OCc2nnc(SCC(=O)Nc3cc(C)on3)n2C)c1
 : 0.0	11	7	-14	10	97	0	102	0	102	15
[23] Cc1cc(C)cc(NC(=O)CSc2nnc(Cn3c(=O)sc4ccccc43)n2C)c1
 : 0.6	·	15	0	-6	99	2	100	2	98	20
[24] CCN(CC)S(=O)(=O)c1ccc(C(=O)Nc2c3c(nn2C(C)(C)C)CS(=O)(=O)C3)cc1
 : 0.8	12	16	-9	7	104	-2	108	3	105	36
[25] O=C(CNCCc1ccccc1)N1CCc2ccccc2C1
 : 0.4	-11	10	9	2	103	-4	98	0	106	15
[26] SC(COCc1ccccc1)CN1CCN(Cc2ccc3c(c2)OCO3)CC1 (stereo unspecified)
 : 2.0	·	15	-55	-5	101	-1	99	19	101	21
[27] COC(=O)C(Cc1c[nH]c2ccccc12)NC(=O)c1cccs1 (stereo unspecified)
 : ·	10	·	-25	-2	102	·	104	·	?	7
[28] CC(NC(=O)Cn1nc(-c2ccccc2)c2ccccc2c1=O)c1ccccc1 (stereo unspecified)
 : 0.1	·	12	-5	30	102	-3	99	0	100	35
[29] O=C1Nc2ccc(Cl)cc2C(=O)C1(F)c1ccccc1 (stereo unspecified)
 : ·	-18	·	2	9	97	·	96	·	?	6
[30] CCOC(=O)c1c(C)c(C(=O)NC(C)COC)c(C)n1CC (stereo unspecified)
 : 0.8	·	24	-20	-4	98	-2	99	4	99	12

Some of these compounds in order of molecular weight, falling.
Sequence of screens – ABCB1 inh	Pf gametocyte	GSH bead fluor	Mcl1 Bid PPI	Mcl1-Noxa inh	RGS8-Gao reg	Bim-Mcl-1	RGS4-Gao reg	ABCG2 inh	RGS7-Gao reg	Avidin bead fluor
[24] CCN(CC)S(=O)(=O)c1ccc(C(=O)Nc2c3c(nn2C(C)(C)C)CS(=O)(=O)C3)cc1
 : 0.8	12	16	-9	7	104	-2	108	3	105	36
[4] COc1ccc(NC(=O)CSc2nnc(N)n2CC(=O)Nc2ccc(OC)cc2)cc1
 : -0.1	0	12	1	2	100	1	101	2	98	10
[3] COc1ccc(CCNC(=O)C2CCC(=O)N2CCc2ccccc2)cc1OC (stereo unspecified)
 : -1.0	-20	14	-1	12	96	1	93	-3	97	9
[28] CC(NC(=O)Cn1nc(-c2ccccc2)c2ccccc2c1=O)c1ccccc1 (stereo unspecified)
 : 0.1	·	12	-5	30	102	-3	99	0	100	35
[22] Cc1cccc(OCc2nnc(SCC(=O)Nc3cc(C)on3)n2C)c1
 : 0.0	11	7	-14	10	97	0	102	0	102	15
[20] CC(=O)N1c2ccccc2N(Cc2ccc(C)cc2C)C(=O)C1(C)C
 : 0.6	·	22	-21	5	101	2	104	2	103	8
[25] O=C(CNCCc1ccccc1)N1CCc2ccccc2C1
 : 0.4	-11	10	9	2	103	-4	98	0	106	15
[2] Cc1c(/C=C/C(=O)c2ccc(C(C)C)cc2)cnn1C
 : 0.9	-38	14	-5	-4	107	0	107	2	110	12

Next compounds.
Sequence of screens – ABCB1 inh	Pf gametocyte	GSH bead fluor	Mcl1 Bid PPI	Mcl1-Noxa inh	RGS8-Gao reg	Bim-Mcl-1	RGS4-Gao reg	ABCG2 inh	RGS7-Gao reg	Avidin bead fluor
[31] Cn1cccc1-c1cc(C(=O)N/N=C/c2cccc(O)c2)[nH]n1
 : -0.7	0	9	-16	31	97	2	96	-4	97	11
[32] COc1cc(/C=N/Nc2ccccc2[N+](=O)[O-])cc(OC)c1O
 : 0.4	·	11	-13	58*	96	2	102	11	96	8
[33] Cc1nc(N)sc1C(=O)N/N=C/c1c[nH]c2ccccc12
 : -0.3	·	14	-3	8	106	1	106	-1	104	30
[34] Cc1nc(SCCO)c([N+](=O)[O-])[nH]1
 : ·	-16	·	-18	-2	93	·	87	·	?	6
[35] CCN1C(=O)NC2=C(C(=O)c3ccccc32)C1c1ccccc1F (stereo unspecified)
 : 1.3	·	40	2	11	107	1	105	7	105	8
[36] O=C(O)CSc1cc(C(=O)c2ccccc2O)cn2c(=O)c3c(-c4ccccc4)csc3nc12
 : -1.1	-2	12	-33	86*	99	0	101	-3	?	8
[37] COc1ccc(NC(=O)c2cncc(Br)c2)c(S(=O)(=O)N2CCOCC2)c1
 : 0.1	·	21	-33	20	120	1	121	2	122	8
[38] O=C(COc1cccc2ccccc12)NNC(=O)[C@@H]1CCCC[C@@H]1C(=O)O
 : 0.5	2	24	-16	11	96	3	105	-1	105	2
[39] Cc1ccnc2ccc(P(=O)(c3ccccc3)c3ccccc3)cc12
 : 2.0	·	17	-26	4	87	0	87	3	?	8
[40] CCCNC(=O)CC(NS(=O)(=O)c1ccc(NC(C)=O)cc1)C(C)C (stereo unspecified)
 : 0.8	-9	12	-34	-10	101	-2	101	1	102	9
[41] CCOC(=O)C1=C(N)n2c(s/c(=C/c3ccccc3)c2=O)=C(C(=O)OCC)C1c1ccccc1 (stereo unspecified)
 : 0.2	·	12	-21	2	101	0	100	1	103	35
[42] COc1cc(CCc2ccc3c(c2)OCO3)oc(=O)c1
 : ·	·	·	-35	-9	99	·	103	·	?	10
[43] Cc1ccc(OCc2nc(-c3cccnc3)no2)cc1C
 : 0.6	·	9	1	16	98	-2	100	2	98	8
[44] CC(=O)c1cccc(NC(=O)CN2C(=O)NC3(CCCCCCC3)C2=O)c1
 : 0.3	·	31	-11	4	101	-1	102	3	102	9
